# L3MBTL1 inh = L3MBTL1 (human) inhibition | Q9Y468 | AlphaScreen L3MBTL1–H3K9me1 peptide binding | Potency, µM (titrated, usually from 57.1 µM), inactives show top-dose activity, negative = inhibition, usual class: inhibitors | actives 0.66% (n = 230,000) | AID 485360; note: nearly all actives have a fitted effect of over 60% in size
#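 L3MBTL1 50 nM + b-AHA-H3(1-15)K9me1 75 nM, 30 min RT; compound added, 30 min RT; streptavidin donor/Ni-chelate acceptor beads 10 ug/mL each final, 30 min RT dark; AlphaScreen read.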
# RECQ1 helicase = RECQ1 (human) helicase inhibition | P46063 | RECQ1 DNA unwinding, red fluorescence kinetic read | Potency, µM (titrated, usually from 57.3 µM), for the others: at the top dose activity, negative = inhibition, usual class: inhibitors | actives 0.54% (n = 240,000);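 note: plate controls were vehicle for no effect and no enzyme for full effect; nearly all actives have a fitted effect of over 30% in size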
# Target sequence (P46063 whole entry, looked up): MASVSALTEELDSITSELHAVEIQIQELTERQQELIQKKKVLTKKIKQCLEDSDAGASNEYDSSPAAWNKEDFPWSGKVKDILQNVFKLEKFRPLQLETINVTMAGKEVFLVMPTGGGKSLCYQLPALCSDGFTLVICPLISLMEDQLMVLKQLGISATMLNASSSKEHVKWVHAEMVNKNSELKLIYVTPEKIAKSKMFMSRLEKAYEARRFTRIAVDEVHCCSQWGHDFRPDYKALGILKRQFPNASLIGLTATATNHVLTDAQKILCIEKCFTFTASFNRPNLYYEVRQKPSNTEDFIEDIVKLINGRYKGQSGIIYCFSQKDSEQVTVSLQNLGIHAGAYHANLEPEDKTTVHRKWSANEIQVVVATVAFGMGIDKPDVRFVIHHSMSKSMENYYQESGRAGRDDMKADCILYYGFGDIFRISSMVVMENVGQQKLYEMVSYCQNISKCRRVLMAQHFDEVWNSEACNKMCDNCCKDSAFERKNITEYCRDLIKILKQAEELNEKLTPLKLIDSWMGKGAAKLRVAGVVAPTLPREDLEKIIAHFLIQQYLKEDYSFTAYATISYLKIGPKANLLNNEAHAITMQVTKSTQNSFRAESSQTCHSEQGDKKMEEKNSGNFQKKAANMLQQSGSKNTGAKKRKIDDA
#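 50 nM RECQ1T1 preincubated 15 min with compound in Tris pH 8.0 buffer with MgCl2, DTT, Tween-20 and 2.5 ug/ml poly(dI-dC); started with 200 nM TAMRA/BHQ-2 forked duplex and 2 mM ATP. Unwinding read as fluorescence (525/598 nm), two reads 2 h apart.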
# Tau ThT inhib = tau fibrillization inhibition (ThT binding); P10636; recombinant tau K18 P301L, heparin-induced fibrillization, ThT fluorescence; Potency, µM (top dose mostly 57.4 µM), inactives show top-dose activity, negative = inhibition, actives largely listed as inhibitors; actives 2.1% (n = 270,000); AID 1460; note: nearly all actives have a fitted effect of over 55% in size
#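 Fibril formation assay: tau K18 P301L at 15 uM with trace Alexa 594 label, heparin inducer 20 uM, pH 7 sodium acetate buffer, 37 C for 6 hr; endpoint ThT signal.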
# JMJD2E inh = JMJD2E (human) inhibition; B2RXH2; JMJD2E catalytic domain, FDH-coupled NADH fluorescence (FDH is formaldehyde dehydrogenase); Potency, µM (highest dose often 57.1 µM), for inactives: at the top dose activity change, negative = inhibition, usual class: inhibitors; actives 1.6% (n = 230,000); active = well fitted inhibition curve with a large enough effect, not every such curve was filed as active; inconclusive = small, poorly fitted or top-dose-only effect, or another doubt; inactive = no such curve, though single readings can be large or run the other way;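 note: 0% = wells with enzyme and -100% = buffer wells without enzyme; nearly all actives have a fitted effect of over 50% in size; many of its hits are not listed in these tables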
# Target sequence (B2RXH2 1-337 limits assumed): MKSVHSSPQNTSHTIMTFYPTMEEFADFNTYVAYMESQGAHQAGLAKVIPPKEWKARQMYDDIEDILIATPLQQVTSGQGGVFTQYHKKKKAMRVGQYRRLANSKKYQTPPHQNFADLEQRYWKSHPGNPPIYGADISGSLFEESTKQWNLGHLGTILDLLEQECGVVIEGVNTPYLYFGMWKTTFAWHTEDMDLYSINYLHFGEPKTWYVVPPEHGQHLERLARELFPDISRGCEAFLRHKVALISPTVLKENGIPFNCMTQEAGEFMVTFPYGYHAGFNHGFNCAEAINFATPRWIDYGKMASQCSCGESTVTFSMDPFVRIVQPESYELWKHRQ
# RGS12 GoLoco inh = RGS12 GoLoco-Gai1 interaction inhibition | P63096 | Gai1:RGS12 GoLoco peptide FP, rhodamine, 10 min | Potency, µM (top dose mostly 61.6 µM), for the others: at the highest dose activity, negative = inhibition, actives largely listed as inhibitors | actives 0.44% (n = 230,000); active = well fitted inhibition curve with a large enough effect, not every such curve was filed as active; inactive = no such curve, though single readings can be large or run the other way; note: nearly all actives have a fitted effect of over 30% in size; many of its hits are not listed in these tables
# Tau fibril FP = inhibitors of human tau fibril formation. P10636. K18 P301L tau heparin fibrillization, Alexa594 FP, 6 h. Potency, µM (highest dose often 57.7 µM), for inactives: at the highest dose activity, negative = inhibition, most hits filed as inhibitors. actives 0.39% (n = 280,000). AID 1468; note: nearly all actives have a fitted effect of over 55% in size
#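 Human tau K18 […] P301L fragment, 15 uM unlabeled plus 0.24 uM Alexa 594-labeled tau (final), with compound and 20 uM heparin in 100 mM sodium acetate pH 7; 6 hr at 37 C, then Alexa 594 FP read.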
# TRb-SRC2 inh = TRbeta-SRC2 interaction inhibition; P10828; TRbeta-SRC2 peptide binding, fluorescence polarization; receptor liganded with 1 µM T3; Potency, µM (series often up to 106 µM), for inactives: top-dose activity change, negative = inhibition, usual class: inhibitors; actives 0.065% (n = 280,000); AID 1469;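 note: plate controls were bound peptide for no effect and peptide without receptor for full effect; nearly all actives have a fitted effect of over 50% in size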
#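 Fluorescence polarization of 20 nM Texas Red SRC2 peptide (20-aa NR interaction domain) bound to 0.6 uM human TRb ligand-binding domain, with 1 uM T3, after 5 hr at ambient temperature; inhibition seen as decreased polarization.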
# TexasRed fluor = alters Texas Red total fluorescence, flagging assay interference; Potency, µM (titrated, usually from 106 µM), for the others: at the top dose fluorescence change, negative = quenching; TRb/SRC2 Texas Red total fluorescence interference; actives 0.29% (n = 280,000); active = well fitted curve in either direction with a large enough effect; inconclusive = small, poorly fitted or top-dose-only effect
#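 Human TRb ligand-binding domain at 0.6 uM with 20 nM Texas Red SRC2 peptide in Tris buffer containing 1 uM T3 and 5% DMSO, incubated with compound 5 h at ambient temperature. Total fluorescence (555/632 nm) calculated as parallel + 2 × perpendicular.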
# Numbers without * were called inactive; i = inactive; ? = inconclusive; nt = not tested or not shown; & = joins results of further samples; [ ] = dose if it differs, or a comment. Unless noted, calls come from the whole dose curve; as a rule, active = well fitted curve in the direction sought with a large enough effect; inconclusive = small, poorly fitted or top-dose-only effect, or another doubt; inactive = no such curve, though single readings can be large; an effect the other way counts as inactive or inconclusive. Unless noted, % is set by controls: 0 for no effect and ±100 for the full control effect; potency is the fitted concentration of half-maximal effect.
SMILES,L3MBTL1 inh,RECQ1 helicase,Tau ThT inhib,JMJD2E inh,RGS12 GoLoco inh,Tau fibril FP,TRb-SRC2 inh,TexasRed fluor
Cn1cccc1Cc1nnc(SCC(=O)NCC2CCCO2)n1C (stereo not given),nt,-9%,-20%,?,10%,0%,1%,-1%
Cc1[nH]nc2c1C(c1ccc(F)cc1)C1=C(CC(C)(C)CC1=O)N2 (stereo not given),6%[11.4 µM],0%,-4%,?,6%,5%,8%,-2%
Cc1ccc(-c2noc(-c3ccccc3NC(=O)C3CC(=O)N(c4ccc(C)cc4)C3)n2)cc1 (stereo not given),nt,nt,?,nt,nt,1%,5%,-2%
CCc1ccc(NC(=S)NC2CC3CCCC(C2)N3Cc2cccs2)cc1 (stereo not given),-17%,-10%,-4%,15%,2%,-3%,1%,4%
O=C1NC2(CCCC2)C(=O)N1Cc1cc(=O)n2ccsc2n1,-6%,-19%,2%,?,-13%,-5%,-2%,-3%
CC(C)(C)OC(=O)N1CCC(c2c(C(=O)N3CCN(c4ccccn4)CC3)cnn2-c2ccccc2Cl)CC1,nt,nt,-12%,nt,nt,-6%,-3%,0%
CCOC(=O)c1cc(-c2ccccc2)nc2ccc(C)cc12,323%[activator],-1%,-13%,?,3%,-15%,11%&-3%,1%&-3%
Oc1ccc(Nc2nc(Cl)nc(NCc3ccco3)n2)cc1,-3%,?,-14%,3%,3%,?,-3%,-6%
Cc1ccc(C(=O)C2(C)C3c4cc(Br)ccc4OC(=O)C32C(=O)c2ccco2)cc1 (stereo not given),-9%,-9%,-16%,-11%,11%,-11%,-2%,5%
N#Cc1ccc(-c2csc(NC(=O)c3cc(-c4cccs4)nc4ccccc34)n2)cc1,nt,i,nt,?,38%[activator],?,-4%,-1%
CNC(=O)[C@H]1O[C@@H](n2cnc3c(NCc4ccc(N)cc4)ncnc32)[C@H](O)[C@@H]1O,nt,9%,-4%,nt,6%,3%,-1%,-1%
Cc1ccc(NC(=O)c2sc3nc4c(cc3c2N)CN(Cc2ccccc2)CC4)cc1,nt,nt,?,nt,nt,6%,6%,-1%
CCc1ccc(NC2=NCC(=O)N2Cc2ccc3c(c2)OCO3)cc1,nt,7%,-13%,-2%,4%,?,-7%,-1%
NC(=O)COC(=O)CCCc1c[nH]c2ccccc12,nt,i,-15%,-5%,-14%,-4%,-2%,-3%
CC(Oc1ccccc1)C(=O)N1CCN=C1SCc1ccc(F)cc1 (stereo not given),nt,i,nt,3%,4%,6%,-8%,2%
COc1ccc(NC(=O)Cn2nnc(-c3ccccc3N)n2)cc1OC,0%,-7%,-2%,2%,7%,5%,2%,-4%
Cc1ccc(Nc2nc3ccccc3c(=O)s2)cc1,2%,i,1%,10%,7%,3%,-7%[53 µM],0%[53 µM]
Cc1cc(NC(=O)CSc2nnc(-c3ccc(S(=O)(=O)N4CCCC4)cc3)n2C)no1,-4%,-7%,3%,-20%,5%,5%,0%,-2%
CCN1CCN(C(c2ccc(OC)cc2)C(O)C(=O)c2c[nH]c3ccccc23)CC1 (stereo not given),nt,10%,-9%,0%,-1%,0%,-1%,-1%
COc1cccc(-c2nc3sc4c(c3c(=O)[nH]2)CCCCC4)c1,9%,-3%,-6%,?,-35%,-4%,1%,1%
O=C(Cn1nc2c(cc1=O)CCCC2)Nc1ccccc1C(F)(F)F,nt,nt,-5%,nt,nt,-15%,1%,-4%
O=C(O)/C=C/c1ccccc1Oc1ccccc1,-1%,-8%,-9%,2%,8%,-5%,-1%,3%
Cc1ccc(C(=O)n2nc(C)c(S(=O)(=O)N3CCCCCC3)c2C)cc1,nt,nt,?,nt,nt,11%,-2%,-2%
CCOC(=O)Nc1sc2c(c1C#N)CCCC2,nt,-12%,-12%,-7%,1%,9%,-13%,0%

# 2 of these compounds, reformatted.
# Below each SMILES: L3MBTL1 inh	RECQ1 helicase	Tau ThT inhib	JMJD2E inh	RGS12 GoLoco inh	Tau fibril FP	TRb-SRC2 inh	TexasRed fluor
> Cc1ccc(Nc2nc3ccccc3c(=O)s2)cc1
→ 2%	i	1%	10%	7%	3%	-7%[53 µM]	0%[53 µM]
> Cc1cc(NC(=O)CSc2nnc(-c3ccc(S(=O)(=O)N4CCCC4)cc3)n2C)no1
→ -4%	-7%	3%	-20%	5%	5%	0%	-2%

# Next section
SMILES,L3MBTL1 inh,RECQ1 helicase,Tau ThT inhib,JMJD2E inh,RGS12 GoLoco inh,Tau fibril FP,TRb-SRC2 inh,TexasRed fluor
Cc1cc(N2CCCCC2)nc(SCc2ccc(C#N)cc2)n1,15%,-4%,-2%,-2%,-1%,1%,10%,-3%
O=C(Cn1nc(-c2ccccc2)nc(Cc2ccccc2)c1=O)Nc1ccccc1,nt,nt,6%,nt,nt,?,-2%,-13%
COc1ccc2c(CSc3nnc(-c4cccnc4)n3-c3ccccc3F)cc(=O)oc2c1,3%,-5%,-13%,?,8%,3%,6%,2%
OC1(c2ccc(F)cc2)CN(c2ccccc2)C2=[N+]1CCS2 (stereo not given),-13%,i,?,?,12%,-6%,-17%,1%
O=[n+]1c2c(n([O-])c3cc(Br)ccc31)CCCC2,11%,-7%,-1%,-14%,7%,4%,-2%,-1%
CCS(=O)(=O)c1ccc(O)c(NC(=O)COc2ccc(C)cc2)c1,-4%,-3%,-7%,6%,-8%,1%,3%,6%
O=C(NCc1ccccc1)c1nc2c(nnn2Cc2cccc(Cl)c2)c(=O)[nH]1,18%,1%,-15%,4%,14%,-2%,5%,1%
CCCCCCCCCCCCC/C=C/[C@@H](O)[C@H](CO)NC(=O)CCCCCCC,nt,-13%,3%&-2%,-24%,-7%&2%,1%&-4%,-3%&-6%,0%&-1%
CC(OC(=O)c1cccnc1SCc1cc(=O)n2ccccc2n1)c1ccccn1 (stereo not given),nt,-2%,?,?,10%,-7%,13%,-2%
O=C(CSc1nc2c(c(=O)n1-c1ccc(F)cc1)SCC2)NCC1CCCO1 (stereo not given),nt,-1%,-9%,3%,5%,-4%,-1%,-4%
COC(=O)C(NC(=O)c1ccc(OC)cc1)(Nc1ncc(S(=O)(=O)c2ccc([N+](=O)[O-])cc2)s1)C(F)(F)F (stereo not given),nt,-24%,-9%,-18%,8%,14%,2%,-4%
COC(=O)CCCC1=CC2=CC(=O)C(C)(OC(=O)c3cccs3)C(=O)C2=CN1CCN1CCOCC1 (stereo not given),nt,11%[11.5 µM],-17%[11.5 µM],-29%[11.4 µM],-22%[14.2 µM],-10%[11.6 µM],-2%[11.2 µM],-11%[11.2 µM]
Cc1c(C(=O)NN)nn(-c2ccc(Cl)cc2)c(=O)c1C#N,?,-2%,?,-3%,-12%,3%,10%,-3%
O=C(NCCc1cn2ccccc2n1)c1ccc(Br)o1,-14%,-14%,-1%,-11%,3%,-1%,-8%,-3%
Cc1ccc(-c2nc3ccc(Cl)cn3c2Nc2ccc3c(c2)OCCO3)s1,nt,nt,2%,nt,nt,6%,-1%,-1%
O=C(Cn1cncn1)N/N=C/c1cccc2ccccc12,6%,-3%,-7%,-1%,13%,-10%,-4%,0%
CSc1cccc(NC(=O)C2(S(=O)(=O)c3ccc(C)cc3)CC2)c1,nt,-10%,-8%,6%,5%,-4%,-13%,-8%
NC(=O)c1c(NC(=O)CSc2nc3c(c(C(F)(F)F)n2)CCc2ccccc2-3)sc2c1CCCC2,-1%,-11%,-9%,-3%,6%,7%,2%,-4%
CCn1c(Sc2nc(C)nc3scc(-c4cccs4)c23)n[nH]c1=O,4%,i,-26%,0%,8%,-3%,-1%,0%
O=C(NCC1CCCO1)c1c(O)c2cccc3c2n(c1=O)CC3 (stereo not given),nt,-10%,-13%,?,2%,2%,-12%,-2%
COC(=O)[C@@]1(Cc2ccc(OC)cc2)[C@@H]2[C@@H](CC(=O)[C@H]2CC(=O)C(=O)N(C)C)CN1C(=O)c1ccccc1,1%,-14%,-11%&-6%,-13%&1%,4%&-6%,-5%&8%,0%&0%,2%&2%
COc1ccc(-n2nc([N+](=O)[O-])c(=NCCc3ccccc3)n2O)cc1,-15%,-2%,?,5%,3%,4%,5%,0%
CCOCCCNC(=O)C(NC(=O)c1ccccn1)c1ccc(C)cc1 (stereo not given),-15%,-3%,-2%,6%,-3%,-3%,-8%,-1%
Cc1ccc(C=Nc2cc([N+](=O)[O-])ccc2C)s1,2%,i,-4%,-2%,8%,-8%,-15%,-8%
COc1ccccc1N(CC(=O)NC1CCCCC1)S(C)(=O)=O,-3%,-5%,-1%,-2%,0%,8%,-18%,-2%
O=C(Nc1ccc(F)cc1)c1ccccc1NS(=O)(=O)N1CCCC1,0%,-4%,-11%,?,-23%,-7%,-5%,-1%
CC1(C(=O)NNC(=S)NCc2ccco2)CC1(Cl)Cl (stereo not given),7%,i,-3%,5%,22%,5%,-2%,1%
CC1=C(C(=O)NCc2cccc(F)c2)C2(CCCCC2)OC1=O,nt,nt,-1%,nt,nt,9%,-1%,?
CCOC(=O)N1CCC(NC(=O)c2cc3ccccn3n2)CC1,nt,i,-9%,?,-10%,2%,3%,0%
COc1cc(OC)c(NC(=O)c2cc3c(=O)oc4ccc(C)cc4c3s2)cc1Cl,nt,nt,2%,nt,nt,-3%,-5%,1%
CCO[C@H]1OC(C(=O)N2CCN(Cc3ccccc3)CC2)=C[C@@H](C2CCCCC2)[C@@H]1CCCO,-4%,-13%,-11%,-8%,21%,13%,-8%,-1%
O=C(Nc1cccc(S(=O)(=O)N2CCOCC2)c1)c1ccc2c(=O)n3c(nc2c1)CCCCC3,5%,i,1%,-9%,-3%,-1%,3%,-1%
COc1ccc(-c2cn3ccccc3n2)cc1[N+](=O)[O-],5%,-2%,?,-6%,9%,3%,1%,-6%
CNC(=O)CN(Cc1ccccc1)S(=O)(=O)c1ccccc1,-7%,3%,-10%,6%,-7%,0%,-1%,-2%
Cc1ccc(NC2CC(=O)N(CCc3ccccc3)C2=O)cc1 (stereo not given),nt,6%,6%,3%,-23%,3%,2%,-1%
Cc1nc2cc(C(=O)OCC(=O)Nc3ccc(C#N)cc3)ccc2n1-c1ccccc1,-13%,-8%,10%,-5%,157%[activator],0%,7%,-1%
COc1cc(/C=N/n2cnnc2)ccc1OCc1ccccc1,-4%,-1%,-22%,i,14%,-6%,-3%,1%

# The list is partial; count on the stated rates, not on these rows.
